OX1R FRET antag: antagonists of human orexin 1 receptor (OX1R). 1.8% of 330,000 active. AID 485270. inhibition, % at 6.6 µM. OX1R-expressing cells, FRET antagonist read-out; in the data active = inhibition mostly above about 38%, no sharp cut-off; inactive = mostly below about 40%;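 note: 0% = agonist challenge alone and 100% = reference antagonist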
Target sequence (O43613 whole entry, looked up): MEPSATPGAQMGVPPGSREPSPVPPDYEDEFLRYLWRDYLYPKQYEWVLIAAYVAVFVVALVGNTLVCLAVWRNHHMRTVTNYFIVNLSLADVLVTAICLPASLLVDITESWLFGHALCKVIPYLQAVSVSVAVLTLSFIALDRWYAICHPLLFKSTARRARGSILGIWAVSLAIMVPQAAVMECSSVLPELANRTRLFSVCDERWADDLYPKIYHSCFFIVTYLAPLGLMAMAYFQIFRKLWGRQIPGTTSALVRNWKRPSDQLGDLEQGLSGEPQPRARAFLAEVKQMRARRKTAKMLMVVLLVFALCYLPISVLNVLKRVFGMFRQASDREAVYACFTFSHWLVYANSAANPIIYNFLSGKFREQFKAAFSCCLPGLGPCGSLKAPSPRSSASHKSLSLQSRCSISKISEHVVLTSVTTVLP
STK33 inh: human STK33 kinase inhibition; inhibition, % at 10 µM; purified STK33, MBP phosphorylation, ADP-Glo luminescence; Q9BYT3; AID 2661; 0.073% of 320,000 active;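 active = inhibition at or above 25%, using the most active replicate where run in duplicate; inactive = inhibition below 25%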
Target sequence (Q9BYT3 whole entry, looked up): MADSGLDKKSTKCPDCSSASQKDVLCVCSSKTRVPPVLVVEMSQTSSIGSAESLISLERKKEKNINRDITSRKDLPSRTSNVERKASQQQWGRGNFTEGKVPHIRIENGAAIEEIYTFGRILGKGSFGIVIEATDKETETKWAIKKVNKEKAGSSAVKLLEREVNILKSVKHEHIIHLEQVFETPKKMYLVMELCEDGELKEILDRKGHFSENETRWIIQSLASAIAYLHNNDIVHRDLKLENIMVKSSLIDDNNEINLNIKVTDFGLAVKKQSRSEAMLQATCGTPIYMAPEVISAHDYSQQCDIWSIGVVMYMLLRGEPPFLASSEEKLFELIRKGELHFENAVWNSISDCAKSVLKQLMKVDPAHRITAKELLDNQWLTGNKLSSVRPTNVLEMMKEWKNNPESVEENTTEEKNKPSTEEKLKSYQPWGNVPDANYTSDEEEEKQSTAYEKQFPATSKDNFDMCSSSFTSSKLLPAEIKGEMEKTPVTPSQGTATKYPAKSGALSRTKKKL
* marks the source's active call; other numbers are inactive results; . = no result given.

SMILES	OX1R FRET antag	STK33 inh
Cc1cc(C(=O)NCc2ccc(Cl)cc2)n(-c2ccccc2)n1	11.0	0.2
CCCC(=O)n1nc(-c2ccccc2)nc1N	16.2	-0.6
Cc1cc2cc(CNC(=O)c3cccs3)ccc2n1C	12.6	0.4
O=C(COC(=O)CNC(=O)c1ccccc1F)NC12CC3CC(CC(C3)C1)C2	-3.6	-0.7
COc1ccccc1NC(=O)c1ccccc1-c1nc(-c2ccccc2OC)no1	54.8*	-2.4
COC(=O)C1=C(C)N(CC2CC2)C(=NCc2cccc(Cl)c2)N[C@H]1c1ccccc1	12.7	0.7
O=C(OCC(=O)c1ccc[nH]1)c1cncc(Br)c1	7.0	1.3
O=C(O)C1(c2ccccc2)CCN(S(=O)(=O)c2ccc(Cl)cc2)CC1	11.8	.
Cc1ccc(N2C(=O)c3ccccc3C2O)nc1 (stereo not drawn)	-1.2	18.7
Cc1cc2ccc3ccccc3c2cc1CN(C)C	10.8	1.0
COc1ccc(/C=N/NC(=O)c2cc(-c3ccccc3)nc3ccccc23)c(C(=O)O)c1OC	9.8	-2.9
COc1cc2c(cc1OC)CN(C(=O)c1ccc(Br)o1)CC2	18.3	5.0
CC1CCC(NCC(=O)Nc2cccc(S(N)(=O)=O)c2)CC1 (stereo not drawn)	8.8	-2.7
O=C(Nc1ccc2c(c1)OCO2)c1ccc(N2C(=O)c3ccccc3C2=O)cc1	17.0	-1.1
O=S(=O)(/N=C(/Nc1nc2ccccc2s1)c1ccccc1)c1ccccc1	6.3	-1.1
O=C(NC1CCN(S(=O)(=O)c2ccc(Cl)cc2)CC1)C1CCCCC1	8.7	-0.3
CCC(C(=O)OC)n1cnc2c(nnn2-c2cccc(Cl)c2)c1=O (stereo not drawn)	2.3	-0.3
Cc1ccc(C(=O)N/N=C\c2cc(Br)c(Br)o2)cn1	33.1	0.1
CCCCC(=O)Nc1cc([N+](=O)[O-])ccc1F	24.4	-0.2
COCc1cc(C)nc(OCC(=O)N/N=C/c2ccccc2O)c1C#N	10.6	-3.0
CCCCc1ccc(S(=O)(=O)Nc2ccc(C)c(NS(C)(=O)=O)c2)cc1	0.9	-1.1
CCN1C(=O)C(=O)N(CC(=O)c2cc(C)n(C3CC3)c2C)C1=O	-1.4	0.6
CCOc1ccc(S(=O)(=O)NN=C2CCN(C(C)=O)CC2)cc1	9.0	-2.1
CC(Sc1nnc(C2CC2)n1N)C(=O)NC1CCCCC1C (stereo not drawn)	1.5	0.8
Cc1ccc(/C=C/C2=NN(C)C(=O)CC2)cc1	27.8	0.6

The closing four records of the section above lead into the next:
SMILES	OX1R FRET antag	STK33 inh
CCN1C(=O)C(=O)N(CC(=O)c2cc(C)n(C3CC3)c2C)C1=O	-1.4	0.6
CCOc1ccc(S(=O)(=O)NN=C2CCN(C(C)=O)CC2)cc1	9.0	-2.1
CC(Sc1nnc(C2CC2)n1N)C(=O)NC1CCCCC1C (stereo not drawn)	1.5	0.8
Cc1ccc(/C=C/C2=NN(C)C(=O)CC2)cc1	27.8	0.6
CCOC(=O)N1CCC(NC(=O)Cn2ncc3c2-c2cc(C)ccc2OC3)CC1	14.0	-1.3
CCOc1ccc(NC(=O)C2CC(=O)N(CCc3ccccc3)C2)cc1OC (stereo not drawn)	7.6	-0.1
CC(=O)c1ccccc1NCC(=O)Nc1ccc(C)cc1	26.7	-1.5
CC(C)n1cc(C(=O)N2CCCC(N3CCN(c4ccc(F)cc4)CC3)C2)cn1 (stereo not drawn)	4.9	-1.7
O=C(Nc1c(F)cc(F)cc1Br)c1ccco1	-5.7	0.3
Cc1noc(C(C)C)c1C(=O)Nc1ccc(-c2nnc3n2CCCCC3)cc1	-6.6	-0.3
CCOc1cc(C2NC(=O)NC(C)=C2C(=O)OCc2ccccc2)ccc1O (stereo not drawn)	10.0	-0.4
COc1ccc(OCCOC(=O)CNS(=O)(=O)c2ccc(SC)c([N+](=O)[O-])c2)cc1	50.9	-1.2
N#CCCn1cc(C(=O)Nc2cccc(C(=O)O)c2)c(-c2ccc(Cl)cc2)n1	5.9	-0.6
CCN(CC(=O)N1CCCC1)S(=O)(=O)c1ccc(F)cc1	.	-1.9
Cc1ccc(C(=O)N/N=C(\CC(C)C)c2ccccc2)cc1	36.6	1.2
CC(C)(C)NC(=O)C(c1cccnc1)N(C(=O)c1csnn1)c1ccccc1 (stereo not drawn)	19.5	-2.5
CN(Cc1ccccc1)C(=O)c1ccccc1NC(=O)c1ccco1	5.8	-0.7
CC1(C(=O)O)CCC(C(=O)Nc2ccccc2O)C1(C)C (stereo not drawn)	5.0	-1.7
CCOC(=O)c1ccc(NCn2c(=O)oc3ccccc32)cc1	5.8	-1.2
COc1ccc(NC(=S)NCC2CCN(c3ccc(OC)cc3)C2)cc1 (stereo not drawn)	8.3	0.2
CC(C)NC(=S)NNC(=O)C12CC3CC(CC(C3)C1)C2	0.9	-0.5
COc1ccc(C)cc1S(=O)(=O)N1CCN(C(=O)c2ncoc2-c2cccc(F)c2)CC1	18.2	0.6
S=c1nc(-c2ccccc2)[nH]n1-c1ccccc1	18.0	1.3
COc1ccc(NC(=O)Nc2ccc3c(c2)CCC3)c(OC)c1	4.3	0.0
CCCOc1nc(C)cc(COC)c1C(N)=O	7.7	-0.2
C[C@H](CO)N1C[C@H](C)[C@@H](CN(C)C(=O)NC2CCCCC2)Oc2ccc(NC(=O)Cc3ccccc3)cc2C1=O	1.5	-0.7
CCCOc1ccc(CCN2CCC(=O)NC2=O)cc1C	13.9	0.1
COc1ccc(COC(=O)C2CC(=O)N(Cc3ccc(C)cc3)C2)cc1 (stereo not drawn)	17.4	-0.5
C/C(CC(=O)Nc1ccccn1)=N\NC(=O)c1ccncc1	15.0	-0.1

Reprinted at random: four entries already listed
SMILES	OX1R FRET antag	STK33 inh
C[C@H](CO)N1C[C@H](C)[C@@H](CN(C)C(=O)NC2CCCCC2)Oc2ccc(NC(=O)Cc3ccccc3)cc2C1=O	1.5	-0.7
S=c1nc(-c2ccccc2)[nH]n1-c1ccccc1	18.0	1.3
CCOc1cc(C2NC(=O)NC(C)=C2C(=O)OCc2ccccc2)ccc1O (stereo not drawn)	10.0	-0.4
CCN(CC(=O)N1CCCC1)S(=O)(=O)c1ccc(F)cc1	.	-1.9

Carrying on.
SMILES	OX1R FRET antag	STK33 inh
Cc1ccc(S(=O)(=O)N2CCCCC2)cc1C(=O)OCC(=O)N1c2ccccc2NC(=O)C1(C)C	7.5	-1.3
CCOC(=O)C1=NN(c2ccc([N+](=O)[O-])cc2)CC1C(=O)OC (stereo not drawn)	36.7	-0.5
CCOc1ccc(CCNC(=O)COC(=O)c2cc(S(=O)(=O)N3CCOCC3)ccc2F)cc1OCC	.	-0.3
CCN(CC)S(=O)(=O)c1cccc(C(=O)Oc2cccc(NC(=O)c3cccs3)c2)c1	18.5	0.2
COc1ccc(CN2CCN(C(=O)CC(C)C)CC2)cc1	14.1	-0.8
Cc1cc(S(=O)(=O)ON2C(=O)c3ccccc3C2=O)ccc1F	13.5	0.7
CCOC(=O)c1ccc(NC(=S)N2CCN(c3ccc(N4CCOCC4)nn3)CC2)cc1	8.1	-2.6
O=C(N/N=C/c1cc2c(cc1Br)OCO2)c1cc2ccccc2o1	76.0*	-1.8
CCOc1ccc(N2CC(C(=O)OCC(=O)NCc3ccccc3)CC2=O)cc1 (stereo not drawn)	29.7	-0.1
COc1ccc(C)cc1-n1nnnc1SCc1nc2ccccc2c(=O)[nH]1	35.5	0.1
Cc1ccc(CCN2CC(C(=O)NC(C)C)CC2=O)cc1 (stereo not drawn)	-5.0	-0.2
COc1ccc(C(CNC(=O)C(=O)NC2CCCC2)N2CCN(C)CC2)cc1 (stereo not drawn)	3.2	-2.5
COCCNC(=O)CN1C(=O)CC(C)(C)S(=O)(=O)c2ccccc21	12.9	1.0
CCN(CC)CCn1c(SCC(=O)NCc2ccco2)nc2c(sc3ccccc32)c1=O	7.7	0.2
CCCS(=O)(=O)N1CCC(C(=O)NCCCN2CCC(Cc3ccccc3)CC2)CC1	23.6	-2.7
C/C(=N\NC(=O)CN1CCN(S(=O)(=O)c2ccc(C)cc2)CC1)c1ccc(O)cc1	9.1	0.4
COc1ccc(N2CCN(C(=O)CCS(=O)(=O)c3ccc4c(c3)CCN4C(=O)C3CC3)CC2)cc1	16.4	0.3
CSc1ncccc1C(=O)Nc1nc2ccc(S(C)(=O)=O)cc2s1	27.6	2.9
CN(c1ccccc1)S(=O)(=O)c1ccc(NC(=O)c2ccc(F)cc2)cc1	18.6	-0.7
COC(=O)Cc1ccc(NC(=S)N2CCN(c3cccc(O)c3)CC2)cc1	4.0	0.1
CNC(=O)c1c(Cl)cnn1-c1ccc(C)cc1	23.9	0.6
CN(C)c1ccc(Cl)cc1N	7.1	-4.1
COC(C(=O)NNC(=O)Cc1ccc(Cl)cc1)c1ccccc1 (stereo not drawn)	13.4	0.4
O=C(Nc1nnc(C2CC2)s1)C1=NN(C2CCS(=O)(=O)C2)C(=O)CC1 (stereo not drawn)	20.2	-0.4
O=C(O)CCC(=O)N1CCN(c2nc(-c3ccccc3Cl)c3cc(Br)ccc3n2)CC1	18.4	0.3

Compound profiles (already shown). Values in the order: OX1R FRET antag	STK33 inh
Profile of CN(C)c1ccc(Cl)cc1N = 7.1	-4.1
Profile of CCOC(=O)c1ccc(NC(=S)N2CCN(c3ccc(N4CCOCC4)nn3)CC2)cc1 = 8.1	-2.6

(cont.)
SMILES	OX1R FRET antag	STK33 inh
C=CCn1c(C)c(C(C)=O)c(N2CCOCC2)nc1=S	7.2	-12.1
Cc1ccc(NC(=O)N2CCc3ccccc32)cc1	6.3	3.9
COc1ccc(-c2nc(-c3ccccc3)nc(Cl)c2C#N)cc1	6.2	-1.4
O=C1C=C(c2cccnc2)CCC1	34.8	-1.3
O=C(OCC#CCSc1nnc(-c2ccncc2)o1)c1cccs1	6.7	-1.0
C=CCc1c(C)nc(SC)nc1Nc1ccc(C(C)=O)cc1	17.3	-0.8
CCCC(=O)Nc1nnc(S(=O)(=O)N(CC)c2ccc(OC)cc2)s1	.	-1.6
CC(/C=C/c1ccccc1F)=N\NC(=O)c1ccc(Cl)cc1	8.2	-0.9
CCOC(=O)[C@@H]1[C@H]2COc3ccccc3[C@@H]2N2C(=O)N(c3ccccc3)C(=O)[C@@]12C	28.0	-0.3
O=C(O)Cc1sc(NC2CCCCC2)nc1-c1ccc(Cl)cc1	5.6	0.9
CC(=O)c1c(C(C)=O)c(C)n(Cc2ccc3c(c2)OCO3)c1C	6.3	-0.5
COc1ccc(C)cc1NC(=O)COC(=O)c1ccc2c(c1)OCCO2	-1.2	-0.5
CC(C)NCCCCOc1ccc(Br)cc1Cl	5.7	-1.4
N#CC1=C(N)OC2=C(C(=O)CCC2)C1C1C=CCCC1 (stereo not drawn)	3.1	-3.1
O=S(=O)(c1cccc2nonc12)N1CCN(c2ccccc2F)CC1	38.8	0.9
CS(=O)(=O)c1ccc(Cl)c(NC(=O)C2CC(=O)N(c3ccc4c(c3)OCCO4)C2)c1 (stereo not drawn)	-4.5	-0.8
CCCn1nc(C(=O)NCC2COc3ccccc3O2)c2ccccc2c1=O (stereo not drawn)	14.9	1.4
CC(=O)Oc1ccc(C(=O)Nc2ccc(S(=O)(=O)NCC3CCCO3)cc2)cc1 (stereo not drawn)	12.2	-0.1
O=C(c1ccc(Cl)c(S(=O)(=O)N2CCCC2)c1)N1CCN(c2ccccc2)CC1	17.2	-1.0
O=C(COc1ccc(F)cc1)N(Cc1ccc(Cl)cc1)C1CCS(=O)(=O)C1 (stereo not drawn)	9.8	-1.3
O=C(NCCCN1CCCCC1)c1ccc(CS(=O)c2ccc(F)cc2)o1 (stereo not drawn)	14.2	2.7
O=C(c1cccc2ccccc12)C1CCCN(C(=O)C2CCOCC2)C1 (stereo not drawn)	13.7	-0.6
COc1ccc(N2CCN(CCC3Oc4cc([N+](=O)[O-])ccc4NC3=O)CC2)cc1 (stereo not drawn)	36.9	2.0
Cc1nc2ccc(Br)cn2c(=O)c1Cl	53.2	-3.6
CCc1ccc2c(CSc3nnnn3C)cc(=O)oc2c1	10.1	-1.2

The listing continues:
SMILES	OX1R FRET antag	STK33 inh
CC(C)CNC(=O)COc1ncnc2sccc12	18.3	-0.9
CCOc1ccc2[nH]c(=S)[nH]c2c1	5.6	.
COc1ccc(NC(=O)Nc2ccccc2SC)c(OC)c1	21.4	-0.5
Cn1c(=O)n(Cc2ccc(F)cc2)c(=O)c2c1nc1n2CCN1Cc1ccco1	18.5	0.7
CCSC1=NCCN1C(=O)c1c(-c2ccccc2Cl)noc1C	11.0	0.0
O=C(COC(=O)c1ccccn1)c1cccc(Br)c1	20.3	-1.1
CCOC(=O)c1nn(-c2ccc(OCC)cc2)c(C)c1C(C)=O	14.2	0.5
COc1nccnc1NS(=O)(=O)c1ccc(NC(=O)c2ccc(F)cc2)cc1	2.9	7.0
COc1ccccc1S(=O)(=O)Cc1ccc(C(=O)NCCN2CCCCCC2)o1	4.2	-0.8
Cc1ccccc1NC(=O)COC(=O)/C=C/c1cccc(C(F)(F)F)c1	10.7	-1.9
COCCOC(=O)C1=C(C)NC(=O)NC1/C=C/c1ccccc1 (stereo not drawn)	7.9	-1.6
Cc1ccc(Nc2ccc(N)cc2S(=O)(=O)O)cc1	17.5	0.7
COc1ccc(NC(=O)Cc2ccsc2)c(OC)c1	10.6	0.5
CC/C(O)=C1\C(=O)CC(c2ccccc2)CC1=NC(C)C (stereo not drawn)	22.5	-0.4
COc1cnc(-c2ccccn2)nc1Oc1ccccc1	16.9	-7.1
O=C(O)CC/C(=N\NC(=O)CNC(=O)c1cccc(Cl)c1)c1ccccc1	4.6	-0.7
CC(SC1=NCCS1)C(=O)Nc1nnc(-c2ccc(F)cc2)s1 (stereo not drawn)	8.5	-2.7
COC(=O)CCC(=O)Nc1ccc(Br)cc1	11.3	-0.9
CC(=O)Nc1ccc(NC(=O)CSc2nnc(-c3cccnc3)o2)cc1	4.7	-1.0
CCN(CC)C(c1ccc(C)cc1)c1nnnn1C1CCCCC1 (stereo not drawn)	24.8	0.2
O=C(CC(=O)Nc1ccc(Cl)c(Cl)c1)N/N=C/c1ccc(O)cc1	6.0	-0.3
COc1ccc(CCN2C(=O)CC(N3CCN(S(=O)(=O)c4ccccc4)CC3)C2=O)cc1OC (stereo not drawn)	15.2	-1.2
